High-throughput results deposited in PubChem by National Center for Advancing Translational Sciences (NCATS).
aSyn tox rescue: qHTS of alpha-syn Inhibitors: NCGC Sytravon Library Screen. Potency, µM (series often up to 46.1 µM), inactives show top-dose growth rescue (activation), usual class: activators. S. cerevisiae alpha-synuclein toxicity rescue, BacTiter-Glo growth, 24 h. 0.02% of 94,000 active; active means well fitted activation curve with a large enough effect; further: 0% is about no effect
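Growth restoration measured by BacTiter-Glo luminescence after 24 hr at 30 deg C; alpha-synuclein yeast, raffinose-pregrown to mid-log, were added at OD600=0.02 in galactose medium onto pinned compounds.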
Active calls of the source: *. Potency means the concentration at half of the fitted maximal effect. This is a subset; the hit share may differ from the screen's.

SMILES	aSyn tox rescue
O=C(NCCn1cc(SCc2ccc(F)cc2)c2ccccc21)c1ccccc1F	1.5%
Cc1c(C)n(Cc2ccccc2)c2ncnc(NCCN(C)C)c12	7.5%
CCC(CC)C(=O)Nc1ccc2nc(SCC(=O)N3c4ccccc4CC3C)sc2c1 (stereo not given)	2.2%
Fc1cccc(-n2ncc3c2ncn2nc(COc4ccc(Cl)cc4)nc32)c1	-3.2%
Cc1ccccc1NC(=S)N(Cc1cccnc1)Cc1ccccc1Cl	10.1%
CCOc1cc(C(=O)NCCc2csc3nc(-c4ccccc4F)nn23)cc(OCC)c1OCC	-0.5%
Cc1ccc2nc(-c3ccco3)c(Nc3ccc4c(c3)OCCO4)n2c1	-2.8%
CCn1c(=NC(=O)c2cccc(N3C(=O)CCC3=O)c2)sc2c(C)ccc(OC)c21	17.2%
CCCCN(C(=O)C1CC(=O)N(CCc2ccc(OC)c(OC)c2)C1)c1c(N)n(CCCC)c(=O)[nH]c1=O (stereo not given)	-1.6%
CC1=CC2(C)NC(=O)C(C)C12 (stereo not given)	-1.3%
S=C(NCc1ccccc1)N1CCN(Cc2ccc3c(c2)OCO3)CC1	3.4%
Fc1ccc(C2=CC(c3cccs3)n3nnnc3N2)cc1 (stereo not given)	0.9%
Cc1cc(C)cc(C(=O)NCC(c2ccc(N(C)C)cc2)N2CCCC2)c1 (stereo not given)	5.0%
COc1ccccc1NC(=O)N1CCC(NC(=O)C2CCCCC2)CC1	-1.8%
COc1cccc(CNC(=O)C(=O)NCC2CCCN2S(=O)(=O)c2cc(C)ccc2C)c1 (stereo not given)	2.2%
O=C(OCc1ccccc1)N1CCC2CC1c1cc(/C=C/CCCSc3ncccn3)ccc12 (stereo not given)	-10.9%
Cc1c(-c2ccccc2)n(-c2ccc(Cl)cc2)c2nc3c(c(=O)n(C)c(=O)n3C)n12	-3.3%
O=C1CCCN1c1ccc(S(=O)(=O)Nc2cccnc2)cc1	-0.2%
CCOc1cc(-c2nc(-c3ccc(-c4ccc(OC)cc4)nc3OC)no2)cc(OCC)c1OCC	4.7%
O=C(CN1CCC(C(=O)c2ccc3c(c2)OCCO3)CC1)NCc1ccc(F)cc1	3.1%
Cc1ccc(S(=O)(=O)N2CCC(C(N)=O)CC2)cc1C(=O)NC1CCCCC1	-4.6%
Cc1ccc(Cl)cc1N1CCN(S(=O)(=O)c2ccc3c(c2)CCN3C(=O)C2CCC2)CC1	6.4%
CCOc1ccc(C2CC(=O)c3c([nH]c(C(=O)OCc4ccccc4)c3C)C2)cc1 (stereo not given)	-13.1%
CC(=O)Nc1ccc(-c2cc(N)n(-c3ccccc3)n2)cc1	2.1%
CCOc1ccc(Cc2nnc(SCC(=O)Nc3c(C)cccc3C)[nH]c2=O)cc1	-4.3%
Cc1nn(C)c(C(=O)NN)c1Cl	-0.3%
CC(=O)NCCNC(=O)c1ccc2c(=O)n(CCc3ccccc3)c(=O)[nH]c2c1	-1.2%
CCOc1ccc(S(=O)(=O)N2CCN(C(=S)NCC3CCCO3)CC2)cc1 (stereo not given)	1.3%
CN1CCN(S(=O)(=O)c2ccc3c(c2)C(C)(C)C(=O)N3C)CC1	1.6%
Cc1cccc2sc(N3CCN(C(=O)c4ccco4)CC3)nc12	0.0%
CC1(c2ccccc2)NC(=O)N(CC(=O)Nc2cc(Cl)ccc2N2CCOCC2)C1=O (stereo not given)	-0.5%
O=C(COc1ccccc1)N/N=C/c1ccc2c(c1)OCO2	-4.9%
C=CCNc1ccc(C(=O)O)cc1	8.7%
Cc1cc(C(=O)O)oc(=O)c1	9.7%
COCCn1c(C)cc(O)c(C(c2ccccc2)N2CCN(CCO)CC2)c1=O (stereo not given)	-3.4%
COc1ccc(N2C[C@H](CSC)[C@@H](CC(=O)Nc3ccccc3)C2=O)cc1	14.9%
Cc1cccc(C(=O)Nc2ccc(N3CC=C(c4ccccc4C)CC3)c(C(=O)O)c2)c1	1.9%
Cc1ccc(S(=O)(=O)N2CCc3cc(C(=O)Nc4c(F)cccc4F)ccc32)cc1	2.7%
Cc1cccc(N(C)C(=O)c2cc3c(=O)[nH]c4ccc(C)cc4c3s2)c1	-2.9%
CS(=O)(=O)c1cccc(NC(=O)C2CCCN2S(=O)(=O)c2ccc(F)cc2)c1 (stereo not given)	10.7%
O=C(O)c1ccc(/C=C2\SC(=S)N(Nc3ccccc3)C2=O)cc1	7.5%
COc1ccc(-c2cc(C(F)(F)F)nc(SCC(=O)NC(C)c3ccccc3)n2)cc1 (stereo not given)	-0.5%
COc1ccc(N2CCN(C(=O)CSCc3ccc(C)cc3)CC2)cc1	6.3%
CC12CCC(/C(=C/NNc3ccc([N+](=O)[O-])cc3[N+](=O)[O-])C1=O)C2(C)C (stereo not given)	6.4%
CCCCCCc1c(C)c2c(cc(C)c3c(C)coc32)oc1=O	-18.0%
CCN(C(=O)CSc1nnnn1-c1ccccc1OC)C1CCS(=O)(=O)C1 (stereo not given)	16.7%
Cc1ccc(C2N(c3ccc(Cl)cc3)C(=O)N3CCCN23)cc1 (stereo not given)	6.9%
Cc1cccn2c(=O)c3cc(C(=O)NCC4CCCO4)c(=N)n(C4CCCC4)c3nc12 (stereo not given)	6.5%
Cc1cc(C)c(/C=C/c2onc(C)c2S(=O)(=O)N2CCC(C(=O)NCc3ccccc3Cl)CC2)c(C)c1	0.3%
Cc1ccc(NC2=CC(c3ccccc3F)N(c3ccc(C)cc3)C2=O)cc1 (stereo not given)	4.0%
O=C(NNc1nc(-c2ccccc2)cs1)c1cccs1	14.5%
CCc1ccc(-n2nc(C)c3c(C)cc(=O)n(Cc4nc(-c5ccccc5)oc4C)c32)cc1	6.8%
CCCC12CN3CCN(CC(C3)/C1=N\NC(=O)c1ccccc1N)C2	-8.7%
NC(=O)C1CCN(C(=O)c2ccc(Cl)c(S(=O)(=O)N3CCc4ccccc43)c2)CC1	1.2%
O=C(N/N=C/c1ccccc1)c1cccc2ccccc12	6.8%
Cc1cn2c(=O)cc(COC(=O)COc3ccc(C)c(C)c3)nc2s1	-0.1%
CCc1ccc(C2c3c(oc4cc(C)c(C)cc4c3=O)C(=O)N2c2nc(C)c(C(=O)OC)s2)cc1 (stereo not given)	-8.8%
Cc1ccc2c(c1)sc1nc(=O)n(-c3cccc(Cl)c3)c(=O)n12	-2.0%
COC(=O)CN1C(=O)CSc2ccc(S(=O)(=O)Nc3cccc(C)c3)cc21	-2.7%
CC(=O)c1ccc(N2CCN(c3ncnc4onc(-c5ccc(Cl)cc5)c34)CC2)cc1	0.5%
(cont.)
SMILES	aSyn tox rescue
CCc1ccc(NC(=O)CN2C(=O)C3(SCC(=O)N3c3ccccc3)c3ccccc32)cc1 (stereo not given)	-3.1%
Clc1cnc(N/N=C/c2ccncc2)c(Cl)c1	-3.0%
COc1cc2c(cc1OC)C(COc1ccc3c(C)cc(=O)oc3c1)N(C(=O)c1ccc(C)c(C)c1)CC2 (stereo not given)	2.4%
CNc1[nH]ncc1[N+](=O)[O-]	-4.2%
COc1ccc(N2CCN(C(=O)Nc3ccccc3Cl)CC2)cc1	-21.4%
CCOC(=O)N1CCN(C(=O)CSc2nc3c(cnn3-c3ccc(Cl)cc3)c(=O)[nH]2)CC1	3.6%
CN(CC(=O)Nc1ccc(Cl)c(S(=O)(=O)N(C)C)c1)Cc1ccccc1	2.7%
Cc1ccc(-n2nnc3c(=O)n(Cc4ccccc4C)cnc32)cc1	1.1%
COc1ccc(NC(=O)CSc2nnc(-c3nnn(-c4ccc(F)cc4)c3C)o2)cc1	1.4%
O=C(Cc1ccc(F)cc1)Nc1cccc(-c2ccc3nncn3n2)c1	3.1%
Cc1cccc(C)c1NC(=O)COc1ccc2c(C)c(Cc3ccccc3)c(=O)oc2c1	8.4%
COc1ccc(CCNC(=O)c2cc(-c3ccc(C)cc3)nc3n[nH]c(-c4ccccc4)c23)cc1OC	-1.0%
Cc1ccc(-c2cc(C(=O)O)n(Cc3ccccc3)n2)cc1	-21.8%
O=C(O)CNC(=O)c1nc(-c2ccccc2)n(-c2ccccc2)n1	0.2%
O=C(O)c1ccc2ncsc2c1	0.7%
Cc1ccccc1Nc1cc(C(=O)NCc2cccs2)c2ccccc2n1	-10.2%
O=c1[nH]cc(-c2ccccc2)c(=O)[nH]1	-11.0%
Cc1c(NS(=O)(=O)c2ccc(Cl)cc2)c(=O)n(-c2ccccc2)n1C	-0.7%
COc1ccc(S(=O)(=O)NCC(c2ccco2)N2CCN(c3ccc(F)cc3)CC2)cc1 (stereo not given)	14.9%
COCC1CCN(C(=O)c2cc(COc3ccc(OC)cc3Cl)on2)C1 (stereo not given)	13.1%
C[C@@H]1CN([C@H](C)CO)S(=O)(=O)c2ccc(C#Cc3ccccc3)cc2O[C@@H]1CN(C)C(=O)CN(C)C	-4.6%
CC1CCC2(CC1)NC(=O)N(CC(=O)NC1(C#N)CCCCC1)C2=O (stereo not given)	-3.0%
CCOC1(C)OCC(=O)[C@]2(CCC3C4CCC5=CC(=O)C=CC5(C)C4C(=O)CC32C)O1 (stereo not given in full)	-2.0%
COc1ccc(NC2CCCN(C(=O)C3=NNC(=O)CC3)C2)cc1 (stereo not given)	4.8%
C#CCN(C[C@@H]1[C@@H](OC(=O)NC2CC2)[C@@H](OC(=O)NC2CC2)Cn2c(=O)n(CCCCCC)c(=O)n21)S(=O)(=O)c1ccc(C)cc1	0.6%
O=C1COc2ccc(C(=O)COC(=O)Cc3ccc(F)cc3)cc2N1	-7.2%
COc1ccc(NC(=O)Cn2nnc3sc4c(c3c2=O)CCCC4)cc1	-8.5%
O=C(NCc1ccc(F)cc1)c1cnc(N2CCOCC2)c2ccccc12	12.8%
Cc1ccc(CN2C(=O)CN(C3CCC(C)CC3)C(=O)C2c2ccc(F)cc2)cc1 (stereo not given)	-0.8%
COc1ccccc1CNC(=O)CCn1c(=O)c2cccn2c2cccnc21	-10.8%
CCN(CC)S(=O)(=O)c1ccc(C)c(NC(=O)CN2C(=O)NC3(CCCC3)C2=O)c1	-3.7%
COc1ccc2nc(SC(C)C(=O)NC3CCCCC3)[nH]c2c1 (stereo not given)	-2.5%
Cc1ccc([C@H]2N[C@]3(CCCN(Cc4ccc(F)cc4)C3=O)[C@H]3C(=O)N(Cc4ccccc4)C(=O)[C@@H]23)cc1	0.8%
Cc1ccc(C)c(N2CCN(C(=O)c3cccn4c(=O)c5ccccc5nc34)CC2)c1	21.1%
CCS(=O)c1ccccc1C(=O)OC(C)C(=O)Nc1ccc(S(=O)(=O)N2CCCC2)cc1 (stereo not given)	0.9%
COc1ccc(CCNC(=S)N2CCC(C(N)=O)CC2)cc1	-0.4%
O=C(CSc1nc(O)cc(=O)[nH]1)N1CCOCC1	-9.2%
CCN(CC)CC#CC(O)(c1ccccc1)c1ccccc1	0.6%
COCCCNc1nc2c(-c3cccc(C(F)(F)F)c3)nnn2c2ccccc12	-6.3%
CCc1ccc(-c2nn(CC(=O)NCc3ccccc3)c3c2cnc2ccc(C)cc23)cc1	-5.0%
O=C(CSc1nccn1Cc1ccco1)Nc1cc(C(F)(F)F)ccc1Cl	-0.4%
N/C(CN1CCCC1=O)=N\OC(=O)c1ccc(Cl)cc1	8.4%
CCCn1nnc(NC(=O)/C=C/c2ccco2)n1	-5.5%
CC(=O)Nc1cc(-c2nc3cc(Cl)ccc3o2)ccc1C	-3.0%
O=C(CS(=O)(=O)c1cccc2nsnc12)NCc1ccc(Cl)cc1	-5.9%

Some of these compounds in order of molecular weight, smallest number first:
SMILES	aSyn tox rescue
CCCn1nnc(NC(=O)/C=C/c2ccco2)n1	-5.5%
O=C(CSc1nc(O)cc(=O)[nH]1)N1CCOCC1	-9.2%
N/C(CN1CCCC1=O)=N\OC(=O)c1ccc(Cl)cc1	8.4%
CC(=O)Nc1cc(-c2nc3cc(Cl)ccc3o2)ccc1C	-3.0%
COc1ccc(CCNC(=S)N2CCC(C(N)=O)CC2)cc1	-0.4%
COc1ccc2nc(SC(C)C(=O)NC3CCCCC3)[nH]c2c1 (stereo not given)	-2.5%
O=C(NCc1ccc(F)cc1)c1cnc(N2CCOCC2)c2ccccc12	12.8%
COc1ccc(NC(=O)Cn2nnc3sc4c(c3c2=O)CCCC4)cc1	-8.5%
COc1ccccc1CNC(=O)CCn1c(=O)c2cccn2c2cccnc21	-10.8%
O=C(CS(=O)(=O)c1cccc2nsnc12)NCc1ccc(Cl)cc1	-5.9%
COCCCNc1nc2c(-c3cccc(C(F)(F)F)c3)nnn2c2ccccc12	-6.3%
Cc1ccc(CN2C(=O)CN(C3CCC(C)CC3)C(=O)C2c2ccc(F)cc2)cc1 (stereo not given)	-0.8%
O=C(CSc1nccn1Cc1ccco1)Nc1cc(C(F)(F)F)ccc1Cl	-0.4%
CCc1ccc(-c2nn(CC(=O)NCc3ccccc3)c3c2cnc2ccc(C)cc23)cc1	-5.0%
CCN(CC)S(=O)(=O)c1ccc(C)c(NC(=O)CN2C(=O)NC3(CCCC3)C2=O)c1	-3.7%
Cc1ccc([C@H]2N[C@]3(CCCN(Cc4ccc(F)cc4)C3=O)[C@H]3C(=O)N(Cc4ccccc4)C(=O)[C@@H]23)cc1	0.8%

Next results
SMILES	aSyn tox rescue
COc1cccc2c1Oc1ncccc1N(C(=O)CCC(=O)NC(C)C)C2	2.2%
CCc1ccccc1NC(=O)c1cnn(-c2ccc(F)cc2)c1C1CCNCC1	0.5%
COc1ccc(OC)c(-c2cc(C(=O)NCCc3ccccc3)c3c(-c4ccc(C)cc4)[nH]nc3n2)c1	-2.0%
CC(CNC(=O)c1ccc(Nc2nc3ccccc3n3nnnc23)cc1)c1ccccc1 (stereo not given)	-18.4%
COc1ccc(N(Cc2cccs2)C(=O)c2ccccc2C)cc1	3.5%
